From PubChem BioAssay
TRAIL sens C8: caspase-8 TRAIL sensitization; NB7+C8 cells + TRAIL, ATPlite viability luminescence; inhibition (viability loss, TRAIL sensitization), % at 10 µM; 1% of 360,000 active;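 active = compounds causing at least 50% loss of cell viability in the single-dose screen, relative to plate controls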
TWEAK Fn14 block: inhibitors of TWEAK-Fn14 interaction signaling; TWEAK-stimulated Fn14 reporter cells, luciferase luminescence, 8 h; inhibition, % at 10 µM; 2% of 360,000 active; AID 1159606; in the data active = inhibition above about 50%
SRC1 inh: inhibits human SRC1 coactivator; Q15788; HEK293 GAL4-SRC1 luciferase reporter, luminescence; inhibition, % at 3.6 µM; 0.12% of 360,000 active;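 active = inhibition above the campaign mean plus 3 SD, with each screening campaign given its own cutoff, cut at about 60% in these data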;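 note: 0% = DMSO treated cells and 100% = gossypol at 36 µM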
LMP1 NFkB inh: Epstein-Barr LMP1 NF-kappaB reporter inhibition; LMP1-induced NF-kappaB luciferase reporter cells, luminescence; inhibition, % at 12.5 µM; 0.69% of 350,000 active; in the data active = inhibition above about 41%;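 note: 0% = neutral control wells and 100% = reference inhibitor control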
NR5A2 inv ag: inverse agonists of human LRH-1 (NR5A2); O00482; HEK293T StAR-luciferase reporter, LRH-1 transfected, 24 h; inhibition, % at 3.6 µM; 0.13% of 360,000 active; AID 602396;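 active = inhibition above the mean inhibition of all tested compounds plus 3 SD, cut at about 73% in these data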;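 note: 0% = DMSO wells and 100% = reporter-only cells lacking LRH-1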
Target sequence (O00482 whole entry, looked up): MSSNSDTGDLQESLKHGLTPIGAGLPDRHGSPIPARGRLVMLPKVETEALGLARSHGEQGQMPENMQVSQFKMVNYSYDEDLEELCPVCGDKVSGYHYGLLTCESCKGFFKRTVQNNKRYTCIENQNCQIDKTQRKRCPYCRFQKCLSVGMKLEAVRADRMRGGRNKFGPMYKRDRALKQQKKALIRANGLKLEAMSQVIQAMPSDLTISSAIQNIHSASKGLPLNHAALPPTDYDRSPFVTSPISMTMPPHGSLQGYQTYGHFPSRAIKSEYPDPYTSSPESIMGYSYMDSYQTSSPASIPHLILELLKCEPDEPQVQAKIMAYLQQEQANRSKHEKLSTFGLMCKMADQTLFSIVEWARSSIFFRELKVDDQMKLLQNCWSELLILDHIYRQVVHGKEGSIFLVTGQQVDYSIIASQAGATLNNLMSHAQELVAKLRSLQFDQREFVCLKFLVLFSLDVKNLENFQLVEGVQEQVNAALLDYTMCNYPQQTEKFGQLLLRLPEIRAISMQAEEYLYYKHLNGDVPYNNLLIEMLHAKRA
KKLEB cytotox: CF airway cell cytotoxicity counter-screen; KKLEB CF airway cells viability, ATPlite luminescence, overnight; hits give low values; cells stimulated with P. aeruginosa culture filtrate; activity change (cytotoxicity), % at 5 µM; 0.36% of 360,000 active; AID 602141;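 active = corrected activity change at or below -50% at 5 µM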
COUP-TFII inh: NR2F2 (human) inhibition, primary screen. P24468. HEK293T NGFI-A luciferase reporter, luminescence. inhibition, % at 8.6 µM. 0.7% of 370,000 active. AID 686940;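 active = inhibition above a per-plate cutoff, mean inhibition of test wells between control levels plus 3 SD, cut at about 38% in these data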;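 note: cells cotransfected with COUP-TFII expression vector driving the NGFI-A reporter; 0% = median of COUP-TF2 test wells and 100% = reporter-only cells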
SRC3 inh: inhibits human SRC3 coactivator. Q9Y6Q9. HEK293 GAL4-SRC3 luciferase reporter, luminescence. inhibition, % at 3.6 µM. 0.17% of 360,000 active. AID 588352;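 active = inhibition above a per-campaign cutoff, the mean of all compounds plus 3 SD, cut at about 60% in these data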;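 note: 0% = DMSO-treated cells and 100% = gossypol-treated cells at 36 µM; higher means less SRC3-driven luciferase light from the GAL4 reporter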
TROY signal inh: TROY signaling inhibition; Q293 LMP1-TROYcd NF-kB luciferase reporter, 4 h; inhibition, % at 10 µM; 0.98% of 360,000 active;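 active = compounds whose plate-normalised and pattern-corrected inhibition of the luciferase reporter signal at the single screening dose is 50% or more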
SRC2 inh: inhibits human steroid receptor coactivator 2 | HEK293 GAL4-SRC2 luciferase reporter, luminescence | 0.17% of 370,000 active | AID 651957 | inhibition, % at 9 µM;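 active = inhibition above the mean inhibition of all tested compounds plus 3 SD, set per campaign, cut at about 52% in these data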;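 note: 0% = DMSO treated cells and 100% = cells given Gossypol at 36 µM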
CF NFkB inh: cystic fibrosis NF-kB activation inhibition | KKLEB NF-kB-GFP reporter, PAF-induced, GFP fluorescence overnight | inhibition, % at 5 µM | 0.86% of 360,000 active | AID 588850;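 active = at least 50% inhibition at 5 µM, scaled per plate between neutral and stimulator controls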;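 note: PAF is a Pseudomonas aeruginosa culture filtrate used as stimulus; plate controls were PAF-stimulated DMSO wells for no effect and unstimulated DMSO wells for full effect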
Numbers without * were called inactive; x = no result given.

SMILES | TRAIL sens C8 | TWEAK Fn14 block | SRC1 inh | LMP1 NFkB inh | NR5A2 inv ag | KKLEB cytotox | COUP-TFII inh | SRC3 inh | TROY signal inh | SRC2 inh | CF NFkB inh
CCOc1ccc(NC(=O)N2CCC(C(N)=O)(N3CCCCC3)CC2)cc1 | 19.8 | 0.9 | -6.0 | -6.7 | -14.6 | -3.0 | 1.0 | 1.8 | -8.1 | -23.6 | -1.8
COc1ccc(Oc2ncnc3sccc23)cc1 | -7.7 | -6.9 | -23.7 | -6.0 | -62.8 | 4.5 | -28.8 | -52.1 | -51.0 | -67.9 | 29.9
COc1ccccc1N1CCN(C(=O)CN(C2CCCCC2)S(C)(=O)=O)CC1 | -0.7 | 3.5 | 16.1 | 0.9 | 4.5 | -3.3 | -7.2 | 25.1 | 4.0 | -17.9 | 0.9
COc1cc(C(O)c2nc(-c3cccc(C(F)(F)F)c3)cs2)ccc1F (stereo not drawn) | -3.4 | -10.9 | 10.4 | x | -10.7 | 1.7 | 12.8 | -4.3 | 6.8 | -2.4 | -9.5
CCCC1=Nc2cc(C(=O)NCCCOC(C)C)ccc2Sc2ccccc21 | 20.4 | 25.8 | -11.1 | 9.9 | -23.7 | 1.4 | 12.0 | 12.6 | 11.1 | 19.3 | 19.8
Cc1ccc(S(=O)(=O)N2CCN(CN3C(=O)CC4(CCCC4)C3=O)CC2)cc1 | 0.8 | -0.3 | -22.8 | 2.0 | 1.1 | -21.2 | 8.3 | 2.7 | -2.1 | -27.1 | 27.2
CC1CC=CCC1(CO)CO (stereo not drawn) | -1.1 | 0.7 | 9.5 | -8.7 | -6.6 | -14.0 | 6.3 | 5.7 | -8.6 | -6.2 | 3.4
COc1ccccc1-c1cc(NC(C)=O)c2ncc(-c3ccc(F)cc3)n2c1 | -1.9 | 0.2 | 14.3 | x | 18.0 | -19.9 | 0.8 | 13.0 | 11.0 | 9.4 | -11.2
Cc1ccc(Nc2nnc(-c3ccc(N4CCOCC4)c([N+](=O)[O-])c3)c3ccccc23)cc1 | 15.1 | 12.1 | -6.5 | 5.7 | -21.0 | 1.3 | 5.5 | -3.0 | 10.6 | 5.5 | 12.2
O=C(Nc1ncccc1O)c1cccc(S(=O)(=O)N2CCc3ccccc32)c1 | -4.4 | 19.1 | 6.4 | -2.4 | 10.3 | -10.7 | 5.3 | 13.2 | x | 3.0 | -6.6
Cc1cc(C(=O)NCc2ccc(F)cc2)c2ccccc2n1 | 0.9 | 3.7 | 1.1 | 3.1 | 0.0 | 10.2 | 11.2 | -11.3 | -14.1 | 10.8 | -17.5
c1ccc2c(c1)CCN(c1nc3cc4c(cc3s1)OCCO4)C2 | 75.0* | 102.6* | 44.4 | 25.0 | 36.8 | -51.8* | 60.6* | 31.7 | 75.2* | 57.5* | -4.6
O=C(Cc1ccc(F)cc1)Nc1ccc(S(=O)(=O)N2CCCC2)cc1 | -7.3 | 1.4 | 0.1 | 5.1 | 2.4 | -11.6 | -2.5 | -3.5 | -8.3 | -8.5 | 1.1
COC(=O)c1cc(NC(=O)CC2SC(=Nc3ccccc3)N(CCc3c[nH]c4ccccc34)C2=O)cc(C(=O)OC)c1 (stereo not drawn) | 14.2 | 15.0 | 4.5 | -36.9 | -1.1 | 10.5 | 8.4 | 16.6 | 12.2 | 2.2 | -10.5
Cc1ccc(NC(=S)N=Nc2c(O)[nH]c3ccccc23)cc1 | -4.0 | 29.1 | 4.0 | 19.0 | -5.8 | 6.4 | 6.2 | 7.2 | -29.9 | -7.2 | 4.5
COc1ccc(CCNC(=O)CCc2ccsc2)cc1OC | -7.0 | 16.3 | 3.4 | 1.5 | -4.2 | 0.8 | -15.3 | 2.2 | -4.1 | -4.7 | 4.9
CCCCCC(=O)Nc1cccc2ccccc12 | -5.3 | -6.3 | 1.9 | 5.6 | 5.9 | -1.5 | -9.4 | -5.6 | -14.6 | -3.4 | -8.3
O=C(Oc1cccc(NC(=O)c2ccco2)c1)c1cccc(S(=O)(=O)N2CCCCC2)c1 | -10.9 | -15.7 | -17.6 | -10.8 | -21.4 | -20.4 | 9.6 | 2.9 | 1.0 | -52.9 | 2.6
O=C(O)Cc1sc(Nc2cccc3ccccc23)nc1-c1ccc(F)cc1 | -3.1 | 8.3 | -10.0 | -3.1 | -2.4 | -7.6 | 7.1 | 12.0 | -5.9 | -24.7 | 6.7
O=C(NCC1CCCO1)c1cc(Br)c(Br)s1 (stereo not drawn) | -2.6 | -26.8 | -1.3 | 0.4 | -10.8 | 13.3 | -10.9 | 6.7 | 7.2 | 3.0 | 10.9

The final three entries of the section above open the next one.
SMILES | TRAIL sens C8 | TWEAK Fn14 block | SRC1 inh | LMP1 NFkB inh | NR5A2 inv ag | KKLEB cytotox | COUP-TFII inh | SRC3 inh | TROY signal inh | SRC2 inh | CF NFkB inh
O=C(Oc1cccc(NC(=O)c2ccco2)c1)c1cccc(S(=O)(=O)N2CCCCC2)c1 | -10.9 | -15.7 | -17.6 | -10.8 | -21.4 | -20.4 | 9.6 | 2.9 | 1.0 | -52.9 | 2.6
O=C(O)Cc1sc(Nc2cccc3ccccc23)nc1-c1ccc(F)cc1 | -3.1 | 8.3 | -10.0 | -3.1 | -2.4 | -7.6 | 7.1 | 12.0 | -5.9 | -24.7 | 6.7
O=C(NCC1CCCO1)c1cc(Br)c(Br)s1 (stereo not drawn) | -2.6 | -26.8 | -1.3 | 0.4 | -10.8 | 13.3 | -10.9 | 6.7 | 7.2 | 3.0 | 10.9
CCCS(=O)(=O)NC(=O)C1(C)CCCN(C(=O)c2cc(C(C)(C)C)nn2C)C1 (stereo not drawn) | -6.1 | -9.1 | 3.3 | x | 10.8 | 1.7 | 5.4 | -3.2 | -3.3 | -2.1 | -9.8
COc1cc(OC)c(/C=N/NC(N)=S)cc1Br | -5.5 | 9.9 | 3.2 | 10.6 | 5.2 | -3.3 | -13.1 | 17.5 | 7.2 | -27.5 | -5.1
O=C(/C=C/c1cccc2ccccc12)N1CCOCC1 | 5.6 | -28.0 | -168.2 | -26.4 | -81.7 | -15.6 | -52.5 | -37.8 | -58.1 | -50.9 | 3.9
CCOC(=O)Cn1nc(C)n(-c2cccc(Cl)c2)c1=O | 3.8 | -5.8 | -0.2 | 6.7 | 14.1 | -3.3 | 7.3 | 0.1 | -9.5 | -33.3 | -4.8

Compound profiles, as listed above:
CCOC(=O)Cn1nc(C)n(-c2cccc(Cl)c2)c1=O across the screens: TRAIL sens C8: 3.8; TWEAK Fn14 block: -5.8; SRC1 inh: -0.2; LMP1 NFkB inh: 6.7; NR5A2 inv ag: 14.1; KKLEB cytotox: -3.3; COUP-TFII inh: 7.3; SRC3 inh: 0.1; TROY signal inh: -9.5; SRC2 inh: -33.3; CF NFkB inh: -4.8
COc1cc(C(O)c2nc(-c3cccc(C(F)(F)F)c3)cs2)ccc1F (stereo not drawn) across the screens: TRAIL sens C8: -3.4; TWEAK Fn14 block: -10.9; SRC1 inh: 10.4; LMP1 NFkB inh: x; NR5A2 inv ag: -10.7; KKLEB cytotox: 1.7; COUP-TFII inh: 12.8; SRC3 inh: -4.3; TROY signal inh: 6.8; SRC2 inh: -2.4; CF NFkB inh: -9.5
